Bioassay records as filed in PubChem.
NR1D1 modulator: modulators of Rev-erb alpha DNA binding, primary screen, biochemical, FITC-DNA, fluorescence polarization, uHTS. Rev-erbα–FITC-DNA binding, 90 min. AID 1259318, 2017. 0.79% of 370,000 active. activity, % at 10 µM. Nuclear receptor subfamily 1 group D member 1 (Homo sapiens), P20393;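 active means activity above about 14%, limit read from the data; passing the limit was not always enough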;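 further: 0% = DMSO wells with 35 nM protein and 100% = DMSO wells with 750 nM protein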
SMARCA2 act: SMARCA2 (BRM) function activators, primary screen, cell-based, luminescence, high throughput | activation, % at 9.1 µM | MG213 cells, MMTV-luciferase reporter, dexamethasone, overnight | 1% of 370,000 active | AID 652017, 2013; in the data active means activation above about 7.8%;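 further: 0% = vehicle wells and 100% = reference activator wells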
ARFGAP1 inhibitor: inhibitors of rat ARFGAP1 GAP activity, primary screen, biochemical, fluorescence polarization, GDP tracer; 0.26% of 360,000 active; ADP-ribosylation factor GTPase-activating protein 1 (Rattus norvegicus), Q62848; inhibition, % at 16.5 µM; Arfgap1-stimulated ARF1 GTP hydrolysis, GDP FP detection;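 active means inhibition above a per-plate limit, mean inhibition of low control wells plus 3 SD, cut at about 25% in these data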;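 further: 0% = DMSO wells with enzyme and 100% = wells lacking Arfgap1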
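material = rat Arfgap1 catalytic domain, aa 1-136 | also added = human ARF1(Δ1-17)-GTP substrate | compound dosing = one concentration, 16.5 µM, DMSO 1.26% | times = GTP hydrolysis reaction 2 h at 25 °C | measured by = FP, GDP Alexa 633 tracer displaced from anti-GDP antibody, 620/688 nm | evaluation = percent inhibition of Arfgap1-stimulated GTP hydrolysis | replication = single well per compound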
NPR1 activator: GC-A stimulated cGMP production enhancers – HEK293 GC-A cells, cGMP TR-FRET, EC30 ANP, primary screen | Atrial natriuretic peptide receptor 1 (Homo sapiens), P16066 | 0% at EC30 ANP, 100% saturating ANP | AID 1671463, 2021 | 0.14% of 370,000 active | activation, % at 10 µM; in the data active means activation above about 40%
Target sequence (P16066 whole entry, looked up): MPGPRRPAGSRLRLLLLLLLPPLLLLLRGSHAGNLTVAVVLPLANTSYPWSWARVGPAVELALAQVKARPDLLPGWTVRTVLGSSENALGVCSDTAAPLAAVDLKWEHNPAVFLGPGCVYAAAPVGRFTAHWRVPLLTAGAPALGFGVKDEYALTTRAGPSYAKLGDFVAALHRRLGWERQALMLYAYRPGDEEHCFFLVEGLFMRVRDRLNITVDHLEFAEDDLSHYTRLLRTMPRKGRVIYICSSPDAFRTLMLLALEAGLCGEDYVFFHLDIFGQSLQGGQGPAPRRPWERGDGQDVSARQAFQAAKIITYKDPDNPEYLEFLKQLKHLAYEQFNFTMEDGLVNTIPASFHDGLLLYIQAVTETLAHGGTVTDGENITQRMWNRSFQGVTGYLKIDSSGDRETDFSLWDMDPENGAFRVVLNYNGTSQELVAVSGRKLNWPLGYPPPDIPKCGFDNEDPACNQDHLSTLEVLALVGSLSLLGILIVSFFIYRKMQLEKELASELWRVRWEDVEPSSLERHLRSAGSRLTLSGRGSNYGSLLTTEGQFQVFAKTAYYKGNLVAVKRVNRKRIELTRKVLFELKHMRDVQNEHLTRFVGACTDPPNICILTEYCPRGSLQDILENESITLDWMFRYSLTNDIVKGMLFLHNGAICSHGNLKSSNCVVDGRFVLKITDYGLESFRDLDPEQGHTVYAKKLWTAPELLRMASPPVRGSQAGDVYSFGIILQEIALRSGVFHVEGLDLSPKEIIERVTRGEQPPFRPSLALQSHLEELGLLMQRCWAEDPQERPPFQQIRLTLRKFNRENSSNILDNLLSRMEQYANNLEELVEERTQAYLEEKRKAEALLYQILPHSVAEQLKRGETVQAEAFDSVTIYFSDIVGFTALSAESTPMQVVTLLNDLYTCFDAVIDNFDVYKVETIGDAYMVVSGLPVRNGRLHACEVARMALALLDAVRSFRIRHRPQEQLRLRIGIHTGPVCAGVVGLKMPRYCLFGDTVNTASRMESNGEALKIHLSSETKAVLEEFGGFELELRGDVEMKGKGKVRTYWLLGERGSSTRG
ABHD4 inh: ABHD4 inhibitors, primary screen, biochemical, fluorescence polarization, mouse. (Lyso)-N-acylphosphatidylethanolamine lipase (Mus musculus), Q8VD66. purified mABHD4, FP-Rh probe fluorescence polarization. inhibition, % at 8.92 µM. 0.54% of 370,000 active. AID 720543, 2013;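 active means inhibition exceeding the mean over every tested compound plus 3 SD, cut at about 30% in these data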;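 further: 0% = plate median of compound wells and 100% = S159A mutant with DMSO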
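Assay system: Wild-type mouse ABHD4 protein | Medium: HEPES pH 7.0 buffer, 150 mM NaCl, 0.01% Pluronic F-127 | Incubation: Enzyme–compound pre-incubation 45 min, then probe 60 min, both 25 °C | Technique: Fluorescence polarization with parallel and perpendicular emission, 525/598 nm | Evaluation: % inhibition of FP-Rh probe binding versus controls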
GC-B act: human GC-B receptor activators, primary screen, HEK293 GC-B cells, cGMP TR-FRET, EC30 CNP; Atrial natriuretic peptide receptor 2 (Homo sapiens), P20594; 0% at EC30 CNP, 100% saturating CNP; activation, % at 10 µM; 0.11% of 370,000 active;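 active means activation at 10 µM reaching about 35% in either raw or pattern-adjusted values, limit read from the data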
ASAP1 inh: inhibitors of human ASAP1 ArfGAP activity, primary screen, biochemical, fluorescence polarization; Arf-GAP with SH3 domain, ANK repeat and PH domain-containing protein 1 (Homo sapiens), …; ASAP1-stimulated ARF1 GTP hydrolysis, GDP FP detection; inhibition, % at 16.5 µM; 0.19% of 360,000 active; AID 624377, 2012; in the data active means inhibition above about 25%;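 further: 0% = vehicle with enzyme and substrate and 100% = no enzyme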
HTRA1 inhibitor: HTRA1 serine protease inhibitors, primary screen, biochemical, fluorescence polarization, HTS. recombinant HTRA1, FP-rhodamine activity-based probe. 0.5% of 340,000 active. inhibition, % at 5.96 µM. Q92743; in the data active means inhibition above about 36%;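 further: 0% = enzyme with DMSO and 100% = wells lacking enzyme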
rCAG RNA binder: binders of r(CAG) RNA repeats, primary screen, biochemical, fluorescence. r(CAG) RNA repeat, TO-PRO-1 dye displacement fluorescence. inhibition, % at 3 µM. 1.3% of 370,000 active;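 active means inhibition above the plate cutoff, the mean of all test compounds on that plate plus 3 SD, cut at about 35% in these data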;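 further: 0% = DMSO alone and 100% = 100 µM mitoxantrone as full dye displacement; higher means more dye released from RNA so lower well fluorescence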
PG9 binder: binders of HIV-1 gp120 antibody PG9, primary screen, biochemical, TR-FRET; HIV-1 gp120 / PG9 antibody interaction; 0.43% of 360,000 active; AID 624416, 2012; inhibition, % at 6.7 µM; TR-FRET gp120-PG9 antibody binding; in the data active means inhibition above about 8.5%
An asterisk follows results filed as active; · = not tested or not shown.

Compound,ASAP1 inh,ABHD4 inh,ARFGAP1 inhibitor,rCAG RNA binder,NR1D1 modulator,SMARCA2 act,NPR1 activator,PG9 binder,HTRA1 inhibitor,GC-B act
Cc1ccc(C(=O)NNC(=O)c2cccc3ccccc23)cc1,2,-4,-1,3,0,2,1,-1.3,-1,5
Cc1cccc(/C=N/NC(=O)c2cc(Br)ccc2OCc2ccccc2)n1,-1,6,-3,-1,-5,-5,7,-0.5,-9,8
COC(=O)CCCn1cc(CN2CC(N3CCN(Cc4cccc(C)c4)CC3)CS2(=O)=O)nn1 (stereo unspecified),-4,3,1,1,-2,-2,1,0.2,·,4
COc1ccc(NC(=O)c2ccc(N3CCOCC3)nc2)cc1,15,1,3,-1,-4,-2,2,-0.3,0,0
N#Cc1ccc(-c2cccs2)nc1SCc1cccnc1,-3,-5,-7,5,15,2,-7,-1.1,·,-2
CC(C)(C)OC(=O)NC(CO)c1cn([C@@H](Cc2cc3ccccc3[nH]2)C(=O)N2CCN(C(=O)OC(C)(C)C)CC2)nn1 (stereo partly specified),-4,-1,5,-3,-3,0,-2,-0.4,-2,-2
c1cncc(C(c2nnnn2C2CCCC2)N2CCCC2)c1 (stereo unspecified),-18,-2,3,1,5,-2,0,0.8,1,2
Cc1ccc(NC(=S)N/N=C/c2c(C)nn(-c3ccccc3)c2N2CCCC2)cc1,7,12,4,4,-2,0,-6,0.1,-3,-1
COc1cc(/C=N/NC(=O)c2ccc(NC(=O)C3CCCCC3)cc2)ccc1O,11,3,17,3,11,1,-4,-0.5,-8,4
COc1cccc2c1C(=O)c1c(O)c3c(c(O)c1C2=O)CC(O)(C(C)=O)CC3OC1CC(N(C)C)C(O)C(C)O1 (stereo unspecified),7,72*,5,0,15,-11,6,-8.9,68*,-8
CC1CCc2sc(NC(=O)C3CC(Cl)=CCC3C(=O)O)c(C#N)c2C1 (stereo unspecified),7,-3,3,49*,8,-3,-2,-2.3,·,4
Nc1cccc(/C=C/c2ccncc2)c1,8,-2,-8,-2,0,-2,-3,0.1,7,0
O=C(C1CCN(c2nnc(-n3cccc3)s2)CC1)N1CCCCC1,-4,-3,-11,0,-2,2,4,-3.0,1,1
COc1ccc(CNC(=O)O[C@@H]2C[C@H]3C(=O)N(c4ccccc4)C(=O)[C@H]3[C@@]3(CN(S(=O)(=O)c4ccc(C)cc4)C[C@H]3C)[C@@H]2O)cc1OC,6,-5,1,12,6,3,-1,1.6,-24,3
c1ccc2c(c1)OCCOCCOCCO2,-10,5,6,1,1,-1,3,-1.4,2,-2
CC(C)(C)NC(=O)N1c2ccccc2Sc2ccccc21,15,-5,3,-8,8,-1,-14,-2.8,-2,-6
COc1cccc(CNC(=O)CN2C(=O)NC(Cc3ccccc3)(c3ccccc3)C2=O)c1 (stereo unspecified),-14,3,2,-2,-2,-5,-3,-0.9,-18,1
CC(C)Nc1nnc(SC(C)C(=O)Nc2ccc(Cl)cn2)s1 (stereo unspecified),5,3,13,-3,3,0,-1,0.2,3,2
CC1CCCC(NC(=O)CSC2=Nc3ccccc3C3CC=NN23)C1C (stereo unspecified),0,1,12,-1,17*,0,-6,-0.7,4,-9
CCN(CC)C(=O)CSc1nnc(C2CCCCC2)o1,11,-4,2,0,-2,-2,2,-1.1,1,4

Remaining list, next part
Compound,ASAP1 inh,ABHD4 inh,ARFGAP1 inhibitor,rCAG RNA binder,NR1D1 modulator,SMARCA2 act,NPR1 activator,PG9 binder,HTRA1 inhibitor,GC-B act
CCCOc1ccc(-c2nc(OC)c3ccccc3n2)cc1,13,-8,7,8,-3,6,-7,0.7,-11,-15
Cc1cc(-c2onc3ccc(Cl)cc23)ccc1O,-5,-8,5,5,1,1,3,-0.5,0,-4
CC1CCN(C(=O)CNC(=O)Cc2ccccc2)CC1,-4,-3,-4,-2,-3,-1,3,1.1,-2,6
COc1cc(C(=O)Nc2nnc(-c3sccc3C)s2)cc(OC)c1OC,3,2,2,4,93*,-1,4,7.7,-6,-11
CCOC(=O)c1cnc2cc(Cl)c(OC)cc2c1NCC1CCCO1 (stereo unspecified),4,1,0,-3,9,0,10,0.4,-13,-3
CCN(CC)S(=O)(=O)c1ccc(O)c(NC(=O)CN2CCc3ccccc3C2)c1,-1,8,3,20,-5,2,1,0.1,2,2
C[C@]12CCC(O)CC1=CCC1C2CC[C@]2(C)/C(=N\NC(N)=S)CCC12 (stereo partly specified),-2,-7,-4,-1,2,-4,-10,-0.1,-2,-2
COC(=O)c1ccc(S(=O)(=O)c2ccc([N+](=O)[O-])cc2)cc1,-1,3,0,-3,-2,1,2,-1.8,5,7
N=C1/C(=C/c2ccc(-c3cccc(C(=O)O)c3)o2)C(=O)N=C2SC=C(c3ccccc3)N12,-6,5,-18,81*,-14,7,-19,-0.9,-26,-5
NC(=O)C1CC(=O)N(c2ccc(OCc3ccc([N+](=O)[O-])cc3)cc2)C1 (stereo unspecified),-10,-2,4,-3,-4,2,1,-2.6,6,-8
CC(=O)N[C@@H]1c2c(ccc3ccccc23)OC[C@@H]1COC(C)=O,-13,-2,0,-7,-1,-8,3,0.5,·,7
Cc1ccc(NC(=O)Cn2c([N+](=O)[O-])cnc2C)cc1,-8,-11,-8,1,-11,-3,4,1.3,3,-2
O=C(Nc1nnc(CCc2ccccc2)s1)c1ccc(F)cc1,10,3,4,-3,-6,-3,0,0.7,6,-2
C=CCn1c(-c2oc3nc(-c4ccccc4)cc(-c4ccccc4)c3c2N)n[nH]c1=S,-7,8,0,33,-2,-4,-8,0.9,5,-3
O=C1c2ccccc2C(=O)C1(CO)c1ccc(OC(F)F)cc1,2,-8,4,3,2,2,3,-5.4,2,3
CC(=O)c1ccc(NC(=O)Nc2ccc3c(c2)nc(C)n3C)cc1,4,5,17,2,-1,6,2,1.9,0,-4
CCOC(=O)C1=C(COC(=O)COc2ccc(OCC)cc2)NC(=O)NC1C (stereo unspecified),-5,0,-9,-6,-5,-2,1,2.5,2,1
O=C(Nc1ccccc1F)C1CCN(C(=O)NCc2ccccc2)CC1,8,2,1,4,5,-1,-1,-1.3,3,0
COc1ccc(NC(=O)COC(=O)c2c(NC(C)=O)sc(C)c2C)cc1,-8,-1,-7,3,6,2,0,1.8,-1,-2
CCOc1ccc(-c2nnc(-c3snc(-c4ccc(F)cc4)c3N=CN(C)C)o2)cc1,-3,-1,-2,-1,22,-3,3,-0.8,2,0

As a working copy, some entries already given.
Compound,ASAP1 inh,ABHD4 inh,ARFGAP1 inhibitor,rCAG RNA binder,NR1D1 modulator,SMARCA2 act,NPR1 activator,PG9 binder,HTRA1 inhibitor,GC-B act
Cc1ccc(NC(=O)Cn2c([N+](=O)[O-])cnc2C)cc1,-8,-11,-8,1,-11,-3,4,1.3,3,-2
O=C(Nc1nnc(CCc2ccccc2)s1)c1ccc(F)cc1,10,3,4,-3,-6,-3,0,0.7,6,-2
C=CCn1c(-c2oc3nc(-c4ccccc4)cc(-c4ccccc4)c3c2N)n[nH]c1=S,-7,8,0,33,-2,-4,-8,0.9,5,-3

(further entries)
Compound,ASAP1 inh,ABHD4 inh,ARFGAP1 inhibitor,rCAG RNA binder,NR1D1 modulator,SMARCA2 act,NPR1 activator,PG9 binder,HTRA1 inhibitor,GC-B act
CCN1C(=O)[C@H]2[C@@H](c3ccc(OC)cc3)N[C@]3(CCCN(Cc4cccn4C)C3=O)[C@H]2C1=O,-13,10,6,10,7,3,-1,0.7,1,-2
CC(=O)Nc1ccc(NC(=O)Cc2sc(-c3cccnc3)nc2-c2ccc(C)cc2)cc1,6,-2,4,8,9,-3,1,-0.1,-18,-10
CSc1ncc(F)c(N(CCO)CCO)n1,0,4,4,2,-10,2,2,0.6,5,-2
O=C(O)CC1(CC(=O)N2CCN(CCO)CC2)CCCC1,-6,-3,3,-2,-2,-2,4,-0.6,4,1
CCC(C)NC(=O)CN(c1ccc(OC)cc1)S(=O)(=O)c1ccccc1 (stereo unspecified),1,0,3,-6,-1,-5,-12,0.7,2,-8
c1ccc(C[n+]2cccc(-c3ccccc3)c2)cc1,-1,-2,10,0,-8,-6,2,-2.3,1,-1
CCc1nn2c(=O)cc(COc3ccc(NC(=O)c4ccco4)cc3)nc2s1,4,3,0,7,0,-2,1,-1.5,5,1
O=C(c1ccco1)N1CCN(c2ccnc3cc(Cl)ccc23)CC1,-2,-5,9,-7,0,1,-6,-0.7,0,-3
O=C(COc1ccccc1)Nc1nnc(-c2ccccc2Cl)o1,4,12,12,2,-2,1,-4,-0.2,2,-3
Cc1ccc(-n2c(C)c(C)c3c(NCCO)ncnc32)cc1,10,0,-3,-7,7,1,0,-0.2,6,-2
Cc1c(CC(=O)NCCC(C)C)c(=O)oc2cc3c(cc12)CCC(C)(C)O3,1,0,-1,-6,7,-1,9,-0.7,-5,0
